Source: PubChem BioAssay
AmpC no deterg – AmpC beta-lactamase inhibition without detergent; Potency, µM (titrated, usually from 57.1 µM), for the others: at the top dose activity change, negative = inhibition, hits mostly inhibitors; AID 485341; 330,000 compounds, 0.52% hits; P00811; AmpC nitrocefin hydrolysis, absorbance 480 nm, 0.0001% Triton;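 note: potency is the fitted concentration of half-maximal effect; plate controls were no compound for no effect and no enzyme for full effect; nearly all actives have a fitted effect of over 20% in size; some results filed as inactive show a strong effect at the top dose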
Target sequence (P00811 whole entry, looked up): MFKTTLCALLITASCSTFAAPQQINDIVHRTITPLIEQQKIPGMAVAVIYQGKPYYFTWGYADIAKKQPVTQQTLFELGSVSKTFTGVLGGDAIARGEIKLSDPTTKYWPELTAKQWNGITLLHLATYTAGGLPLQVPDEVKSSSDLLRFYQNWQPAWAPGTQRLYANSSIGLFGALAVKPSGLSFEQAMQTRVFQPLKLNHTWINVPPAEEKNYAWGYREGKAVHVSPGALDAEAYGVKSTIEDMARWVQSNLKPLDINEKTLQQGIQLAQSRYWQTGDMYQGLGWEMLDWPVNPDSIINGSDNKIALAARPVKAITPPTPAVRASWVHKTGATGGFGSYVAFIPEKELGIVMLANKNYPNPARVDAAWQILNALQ
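AmpC (5.3 nM in the dispensed reagent) in 20 mM phosphate pH 7.0 with 0.01% (detergent screen) or 0.0001% Triton X-100 was preincubated with compounds for 15 min at room temperature. Nitrocefin was then added from an 800 uM solution, and hydrolysis was followed at 480 nm.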
AMA1-RON2 inh – inhibitors of Plasmodium falciparum AMA1-RON2 interaction | AlphaScreen AMA1-biotinylated RON2 peptide binding | Potency, µM (doses to about 58.2 µM), inactives show at the highest dose activity change, negative = inhibition, most hits filed as inhibitors | AID 720542 | 360,000 compounds, 0.2% hits;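 note: potency is the fitted concentration of half-maximal effect; 0% = vehicle wells and -100% = peptide control; nearly all actives have a fitted effect of over 45% in size; some results filed as inactive show a strong effect at the top dose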
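AMA1 (3D7) with his tag at 25 nM final met compounds first, then biotinylated RON2 peptide at 25 nM; detection used donor plus acceptor beads, 10 µg/mL apiece, read by AlphaScreen after 30 min at room temperature.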
Sm TGR inh – blocks Schistosoma mansoni thioredoxin glutathione reductase. 360,000 compounds, 3% hits. purified TGR, DTNB reduction, TNB absorbance 405 nm. Q962Y6. Potency, µM (highest dose often 114 µM), for the others: top-dose activity change, negative = inhibition, usual class: inhibitors; note: potency is the fitted concentration of half-maximal effect; nearly all actives have a fitted effect of over 60% in size
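Kinetic colorimetric format: TGR-catalysed, NADPH-driven DTNB reduction monitored via TNB absorbance. Enzyme dispensed at 20 nM; compound exposure 15 min at room temperature before reaction start.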
HCMV inh – inhibitors of human cytomegalovirus; 410,000 compounds, 4.5% hits; HFF cells, HCMV-luciferase reporter, 72 h; stronger effect = lower value; activity change, negative = inhibition, % at 57.5 µM; in the data active = activity change below about -60%; inconclusive = no clear call, values can overlap the other calls; inactive = above about -39%
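After 16 h attachment at 37C, HFF cells received test compound and HCMV-luciferase (1 PFU/cell); reporter luminescence read 72 h later, data normalized against buffer-only and known inhibitor Salinomycin.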
AmpC detergent – blocks E. coli AmpC beta-lactamase in detergent assay. P00811. AmpC hydrolysis of nitrocefin, absorbance 480 nm, 0.01% Triton. Potency, µM (series often up to 114 µM), for inactives: at the highest dose activity change, negative = inhibition, most hits filed as inhibitors. 370,000 compounds, 0.041% hits. AID 485294;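 note: potency is the fitted concentration of half-maximal effect; 0% = no-compound wells and -100% = no-enzyme wells; nearly all actives have a fitted effect of over 25% in size; some results filed as inactive show a strong effect at the top dose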
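20 mM phosphate pH 7.0 + 0.01% (detergent screen) or 0.0001% Triton X-100; 5.3 nM AmpC reagent; cpd preinc 15 min RT; nitrocefin (800 uM stock) to start; A480 q20 s × 4 min; Activity was normalised to no-enzyme and no-compound control wells.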
LmPK inhibitor – LmPK (Leishmania mexicana) enzyme inhibition; Q27686; purified LmPK, Kinase-Glo ATP luminescence, 1 h; Potency, µM (doses to about 57.5 µM), without a hit: at the highest dose activity change, negative = inhibition, hits mostly inhibitors; 290,000 compounds, 0.37% hits; AID 1721; note: potency is the fitted concentration of half-maximal effect
Target sequence (Q27686 whole entry, looked up): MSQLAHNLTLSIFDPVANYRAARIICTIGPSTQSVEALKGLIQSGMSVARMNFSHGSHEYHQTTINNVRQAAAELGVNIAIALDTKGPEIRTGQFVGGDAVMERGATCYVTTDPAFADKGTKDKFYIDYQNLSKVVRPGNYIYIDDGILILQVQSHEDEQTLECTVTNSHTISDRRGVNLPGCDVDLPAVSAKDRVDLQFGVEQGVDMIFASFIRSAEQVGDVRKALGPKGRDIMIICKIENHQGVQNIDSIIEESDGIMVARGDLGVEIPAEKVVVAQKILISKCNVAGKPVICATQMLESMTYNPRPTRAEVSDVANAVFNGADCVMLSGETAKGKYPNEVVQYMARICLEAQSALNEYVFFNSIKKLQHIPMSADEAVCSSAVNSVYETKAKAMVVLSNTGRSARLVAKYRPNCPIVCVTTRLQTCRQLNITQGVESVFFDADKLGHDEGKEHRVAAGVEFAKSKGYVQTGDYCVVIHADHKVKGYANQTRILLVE
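ATP generated from ADP (0.1 mM) and PEP (0.5 mM) by 0.1 nM LmPK over 1 h at room temperature (pH 7.2 imidazole buffer) was detected by coupled luciferase luminescence. Values were normalized to uninhibited and no-enzyme wells.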
TbPYK inhibitor – T. brucei pyruvate kinase inhibition | Q57TT1 | TbPYK enzyme, Kinase-Glo Plus ATP luminescence, 45 min | AID 624173 | Potency, µM (series often up to 76.8 µM), inactives show at the top dose activity, negative = inhibition, hits mostly inhibitors | 410,000 compounds, 0.12% hits; note: potency is the fitted concentration of half-maximal effect; nearly all actives have a fitted effect of over 50% in size
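In this concentration-response screen, enzyme-free wells defined baseline while DMSO plates tracked drift. Each reaction combined TbPYK, substrate, compound and 130 uM ADP for 45 min at room temperature. Kinase-Glo Plus luminescence gave the signal.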
Active calls of the source: *; ? = inconclusive; . = not tested or not shown; [ ] = another dose, or the depositor's remark. Unless noted, calls come from the whole dose curve; as a rule, active = well fitted curve in the direction sought with a large enough effect; inconclusive = small, poorly fitted or top-dose-only effect, or another doubt; inactive = no such curve, though single readings can be large; an effect the other way counts as inactive or inconclusive. Unless noted, % is set by controls: 0 for no effect and ±100 for the full control effect.

Second line of a record: AmpC no deterg | AMA1-RON2 inh | Sm TGR inh | HCMV inh | AmpC detergent | LmPK inhibitor | TbPYK inhibitor
COC(=O)c1ccc(NC(=O)C(C)Oc2ccccc2)cc1 (stereo not given)
    -18.8% | 13.3% | 2.2% | -3.8 | ? | -8.9% | 7.8%
Cc1ccccc1-c1nnc2s/c(=C\c3ccc(N(C)C)cc3)c(=O)n12
    -12.1% | . | ? | . | ? | -6.3% | .
COc1ccc(C)cc1NC(=O)c1ccccc1NS(=O)(=O)c1ccc(Cl)s1
    -39.2% | 1.2% | . | -61.1* | ? | 4.3% | 2.2%
CC(C)(C)c1cc(CCC(=O)NNC(=S)NC(=O)c2ccccc2)cc(C(C)(C)C)c1O
    1.58µM* | 87.6%[activator] | -10.7% | . | -11.3% | -2.0% | -30.6%
O=C(NCCc1ccc(Cl)cc1)c1ccc(Br)s1
    -32.1% | -9.9% | -4.0% | -7.0 | ? | 7.9% | 2.7%
N#CC1=C(S)N(c2ccccc2)C2(CCCCC2)NC1=O
    -20.8% | 13.3% | -8.5% | -23.9 | -9.0% | 1.3% | -0.7%
O=C(NC1CCCCCC1)c1cc2n(n1)C(C(F)(F)F)CC(c1ccco1)N2 (stereo not given)
    0.4% | 0.0% | 7.2%[11.4 µM] | 5.5 | ? | -1.8% | 4.0%
Cc1cc(C)c(C)c(OCc2nc(-c3cccnc3)no2)c1
    0.1% | 13.7% | -0.8% | -26.4 | -10.8% | -5.5% | .
COC(=O)C1=C(C)NC(=O)NC1c1cccc(OC)c1OCc1ccccc1 (stereo not given)
    -16.4% | 3.4% | 0.8% | 37.6 | -3.4% | 7.8% | 0.5%
CN(CC(=O)Nc1cccc2c1CCCC2)S(=O)(=O)c1ccc(Br)cc1
    -27.1% | 19.7% | -30.6% | 12.8 | 3.3% | 6.0% | 3.6%
CCOC(=O)N1CCN(Cc2nc3cc(NC(=O)c4ccc([N+](=O)[O-])cc4)ccc3n2C(C)C)CC1
    . | . | -7.2% | -83.0* | 6.3% | . | -5.6%
Cc1ccc(S(=O)(=O)Nc2ccc3c(c2)CC(=O)N([C@H](C)CO)C[C@H](C)[C@H](CN(C)Cc2ccc4c(c2)OCO4)O3)cc1
    217.4%[activator] | -18.7% | . | 13.8 | . | . | -9.0%
Cc1ccccc1NCC(=O)c1ccc(Br)cc1
    -24.7% | -1.4% | -14.5% | 14.5 | 1.6% | -6.0% | -3.7%
O=C(Nc1cc(-c2nc3cc(Cl)ccc3o2)ccc1Cl)c1cccc2ccccc12
    . | . | -113.6% | 81.7 | -3.0% | . | -6.1%
Cc1nc2ccccc2c2c1C(=O)N(c1cccc(C(=O)O)c1)C2=O
    -21.6% | -0.1% | -12.7% | -28.7 | -0.6% | -3.4% | -1.5%

Filtered by structure, the entries above containing a thiophene ring, fused or not.
Second line of a record: AmpC no deterg | AMA1-RON2 inh | Sm TGR inh | HCMV inh | AmpC detergent | LmPK inhibitor | TbPYK inhibitor
COc1ccc(C)cc1NC(=O)c1ccccc1NS(=O)(=O)c1ccc(Cl)s1
    -39.2% | 1.2% | . | -61.1* | ? | 4.3% | 2.2%
O=C(NCCc1ccc(Cl)cc1)c1ccc(Br)s1
    -32.1% | -9.9% | -4.0% | -7.0 | ? | 7.9% | 2.7%

The listing picks up with the 2 entries that preceded the break.
Second line of a record: AmpC no deterg | AMA1-RON2 inh | Sm TGR inh | HCMV inh | AmpC detergent | LmPK inhibitor | TbPYK inhibitor
O=C(Nc1cc(-c2nc3cc(Cl)ccc3o2)ccc1Cl)c1cccc2ccccc12
    . | . | -113.6% | 81.7 | -3.0% | . | -6.1%
Cc1nc2ccccc2c2c1C(=O)N(c1cccc(C(=O)O)c1)C2=O
    -21.6% | -0.1% | -12.7% | -28.7 | -0.6% | -3.4% | -1.5%
CCS(=O)(=O)N1CCC(C(=O)N2CCC3(CC2)OCCO3)CC1
    -3.2% | -0.4% | 6.1% | 33.4 | -0.2% | -3.4% | 2.7%
Cc1ccc(C(=O)NCC(C)NC(=O)c2ccc(C)c([N+](=O)[O-])c2)cc1[N+](=O)[O-] (stereo not given)
    . | -1.4% | . | 26.5 | . | . | -4.1%
COc1ccc(CNC(=O)COc2ccc(OC)cc2)cc1
    -0.8% | 0.9% | 10.2% | -4.7 | 3.3% | -0.1% | -1.5%
COc1cc(/C=N/Nc2ccc([N+](=O)[O-])cn2)cc(OC)c1O
    -28.2% | 35.6%[activator] | -14.7% | ? | 4.3% | -10.5% | -12.8%
COc1ccc(C2CC(c3ccccc3Cl)Nc3ncnn32)cc1OC (stereo not given)
    116.3%[activator] | 0.0% | 8.3% | -25.3 | ? | 1.7% | 1.0%
CCN(CC)c1ccc(C(=O)OCC(=O)N(C)Cc2ccccc2)cc1
    26.0% | -2.0% | 7.6% | 0.5 | 2.8% | -4.6% | 1.6%
CCc1ccccc1NC(=O)CSC1=Nc2ccccc2C2=NC(Cc3ccccc3)C(=O)N12 (stereo not given)
    . | . | -1.5% | -29.5 | 3.5% | . | -3.9%
CCNC(=O)Cn1nc(C)n2c(cc3c(OC)cccc32)c1=O
    . | . | 1.8% | ? | 14.1% | . | 3.7%
O=C(CN1C(=O)NC2(CCCCCC2)C1=O)NC1CC1
    -11.9% | 35.6%[activator] | 0.8% | 6.2 | 0.8% | 8.6% | -1.4%
Cc1cn(C2CCC(CO)O2)c(=O)[nH]c1=O (stereo not given)
    -9.6% | 6.3% | -1.1% | -36.0 | -4.6% | 1.4% | -11.2%
O=P(O)(O)c1cc(-c2ccccc2)oc1-c1ccccc1
    -15.1% | -5.0% | 16.5% | -18.2 | -4.4% | -16.6% | -9.2%
CCOCCCn1c(SCC(=O)NCCCOC)nc2c(sc3ccccc32)c1=O
    . | . | 8.2% | 6.3 | 5.6% | . | -13.8%
Cc1cc(N(C)C)ccc1N=Nc1ccc2ncccc2c1
    4.2% | 11.2µM* | 7.3% | 129.6 | -4.4% | -19.6% | -5.7%
COc1cc(NC(=S)NCCCN2CCOCC2)c(OC)cc1Cl
    -8.3% | -20.8% | -5.8% | -34.5 | ? | 0.5% | -10.3%
O=S(NCc1ccccc1)C12CC3CC(CC(C3)C1)C2 (stereo not given)
    24.4% | -1.0% | 2.7% | 44.1 | ? | -4.6% | -4.7%

Compound profiles, from the list above. Values in the order: AmpC no deterg, AMA1-RON2 inh, Sm TGR inh, HCMV inh, AmpC detergent, LmPK inhibitor, TbPYK inhibitor
Record of `COc1cc(NC(=S)NCCCN2CCOCC2)c(OC)cc1Cl` → -8.3%, -20.8%, -5.8%, -34.5, ?, 0.5%, -10.3%
Record of `CCS(=O)(=O)N1CCC(C(=O)N2CCC3(CC2)OCCO3)CC1` → -3.2%, -0.4%, 6.1%, 33.4, -0.2%, -3.4%, 2.7%

(list continues)
Second line of a record: AmpC no deterg | AMA1-RON2 inh | Sm TGR inh | HCMV inh | AmpC detergent | LmPK inhibitor | TbPYK inhibitor
O=C(Cn1cc(C(=O)C(F)(F)F)c2cc(Br)ccc21)N1CCOCC1
    9.0% | 17.8% | 13.8% | -3.6 | 6.9% | 1.4% | -11.4%
O=C(CCNC(=O)c1ccccc1Cl)NCc1ccncc1
    -5.0% | -1.0% | 4.9% | -11.4 | ? | . | -1.4%
Cc1cc(C)c(N2C(=NC(=O)CCCC(=O)O)SC3CS(=O)(=O)CC32)c(C)c1 (stereo not given)
    -15.2% | -5.7% | -10.8% | 29.3 | ? | 0.0% | 3.0%
CCCCCc1nc2c(c(=O)c3ccccc3n2C)c(=O)n1C1CCCCCC1
    -19.4% | -3.6% | 2.5% | ? | -0.6% | -5.3% | -6.4%
CCc1ccc(NC(=O)Cn2c(=O)c(CNc3ccccc3)cc3cc(OC)c(OC)cc32)cc1
    . | . | -1.2% | 0.0 | 13.2% | . | -3.6%[15.4 µM]
O=C(O)CSc1nc2c(c(=O)[nH]1)CCCC2
    -9.2% | -4.2% | 5.0% | 36.3 | 2.5% | -0.5% | -6.4%
CNC(=O)Oc1ccccc1OC(C)C
    . | 11.9% | . | -2.9 | . | . | 0.5%
C/C(=N\O)c1ncc(C(F)(F)F)cc1Cl
    3.9% | 18.9% | -1.0% | 28.8 | -1.9% | -1.7% | -2.8%
Cc1ccc(NC(=O)c2ccc3c(c2)OCCO3)cc1
    -23.9% | 10.7% | -20.5% | 17.4 | -15.5% | -19.6% | 3.2%
C/C(=N\NC(=O)C(C)Sc1ccccc1)c1ccc([N+](=O)[O-])cc1 (stereo not given)
    -24.9% | 1.4% | -17.8% | -3.9 | ? | 1.1% | -3.5%
O=C(CCN1C(=O)/C(=C/c2ccccc2F)SC1=S)NC1C=CS(=O)(=O)C1 (stereo not given)
    -2.2% | -5.5% | -25.1% | -18.9 | -1.2% | -0.9% | -2.2%
CC(=O)c1sc2nc(-c3cccs3)ccc2c1N
    -35.9% | 25.7% | -1.1% | 5.3 | ? | -12.5% | -7.4%
N=C1c2ccccc2CN1NC(=O)c1cccc(S(=O)(=O)N2CCCCC2)c1
    -39.7% | 0.0% | -7.7% | 29.8 | ? | -4.1% | -5.4%
COC(=O)C1=CO[C@@H](C)[C@@H]2CN3CC[C@@]4(C(=O)Nc5ccccc54)[C@@H]3C[C@H]12
    42.3% | 0.0% | 5.0% | -14.5 | -6.2% | -0.1% | 3.8%
CCN(CC)c1nc2ccccc2n2cnnc12
    -0.7% | -12.9% | 5.3% | -16.9 | -6.5% | 0.9% | 3.9%
COc1ccc(S(=O)(=O)N2CCC(C(=O)Nc3cc(C(F)(F)F)ccc3Cl)CC2)cc1
    . | . | -6.9% | -30.9 | 4.7% | . | -1.5%
COc1ccccc1NC(=O)CN1CCN(CC(=O)Nc2ccccc2Cl)CC1
    -19.5% | 3.4% | -21.7% | ? | -5.8% | -0.5% | 5.1%
Cc1ccc(Nc2nc(CSc3nnnn3-c3ccccc3)cc(=O)[nH]2)cc1
    -12.6% | -15.0% | -0.3% | 11.7 | -9.4% | -4.6% | 4.4%
CCN(C(=O)COC(=O)CCCc1nc2ccccc2s1)c1c(N)n(Cc2ccccc2)c(=O)[nH]c1=O
    . | 7.9% | . | 0.0 | . | . | -5.1%
O=C(Nc1noc2ccccc12)c1cccc(F)c1
    . | . | 8.8% | 113.0 | 16.2% | . | -20.5%
O=C(Cn1c(=O)c2cccn2c2ccc(F)cc21)N1CCN(c2ccccc2)CC1
    . | . | ? | 78.3 | 22.9% | . | -3.8%
